Screening results (PubChem BioAssay)
Gli-Sufu block = blocks Gli-Sufu signaling in a luciferase reporter. Sufu-KO-LIGHT fibroblasts, Gli luciferase reporter luminescence. inhibition, % at 5 µM. 340,000 tested, 0.74% active;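 active = inhibition above about 55%, limit read from the data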;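 also: 0% = DMSO-treated cells and 100% = wells with medium but no cells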
EBI2 antag = EBI2 (human) antagonism | P32249 | inhibition, % at 5 µM | EBI2 beta-arrestin recruitment, luminescence, 7a,25-OHC stimulated | 360,000 tested, 0.81% active | AID 651636; in the data active = inhibition above about 38%;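 also: enzyme fragment complementation signal reports receptor beta-arrestin coupling in cells; 0% = agonist plus DMSO wells and 100% = wells without agonist; some results beyond the cut were filed as inactive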
CCR6 antagonist = antagonists of human CCR6 receptor; CHO-K1 CCR6 PathHunter beta-arrestin, luminescence, CCL20-stimulated; inhibition, % at 20 µM; 340,000 tested, 0.49% active; AID 493098;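 active = compounds whose inhibition of the agonist-driven luminescence signal at 20 µM reaches about 50%, limit read from the data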;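 also: cells stimulated with CCL20 at 14 nM final; plate controls were DMSO with CCL20 for no effect and DMSO without agonist for full effect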
CXCR6 block = CXCR6 (human) receptor inhibition. AID 602244. CHO-K1 PathHunter CXCR6 beta-arrestin, luminescence. inhibition, % at 20 µM. 360,000 tested, 0.36% active; in the data active = inhibition above about 34%, passing the limit was not always enough;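 also: antagonist mode with CXCL16 agonist at 10 nM final; 0% = 10 nM CXCL16 with DMSO and 100% = unstimulated wells without agonist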
UBC13 polyUb = human UBC13 polyubiquitination inhibition. P61088. UBC13 polyubiquitin chain formation, TR-FRET. inhibition, % at 20 µM. 330,000 tested, 0.47% active. AID 485273; in the data active = inhibition above about 45%, passing the limit was not always enough
Target sequence (P61088 whole entry, looked up): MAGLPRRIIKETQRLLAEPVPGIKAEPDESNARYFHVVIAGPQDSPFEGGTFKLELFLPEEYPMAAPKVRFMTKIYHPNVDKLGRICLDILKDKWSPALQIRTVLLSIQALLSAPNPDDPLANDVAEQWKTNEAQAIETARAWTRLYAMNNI
APJ antag = antagonists of human APJ apelin receptor | AID 2521 | CHO-K1 APJ beta-arrestin complementation, luminescence | inhibition, % at 20 µM | P35414 | 330,000 tested, 0.32% active;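 active = inhibition above about 40% at 20 µM, limit read from the data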;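 also: cells challenged with 10 nM apelin-13 agonist together with compound; plate controls were apelin-13 plus DMSO wells for no effect and DMSO wells lacking apelin-13 for full effect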
Target sequence (P35414 whole entry, looked up): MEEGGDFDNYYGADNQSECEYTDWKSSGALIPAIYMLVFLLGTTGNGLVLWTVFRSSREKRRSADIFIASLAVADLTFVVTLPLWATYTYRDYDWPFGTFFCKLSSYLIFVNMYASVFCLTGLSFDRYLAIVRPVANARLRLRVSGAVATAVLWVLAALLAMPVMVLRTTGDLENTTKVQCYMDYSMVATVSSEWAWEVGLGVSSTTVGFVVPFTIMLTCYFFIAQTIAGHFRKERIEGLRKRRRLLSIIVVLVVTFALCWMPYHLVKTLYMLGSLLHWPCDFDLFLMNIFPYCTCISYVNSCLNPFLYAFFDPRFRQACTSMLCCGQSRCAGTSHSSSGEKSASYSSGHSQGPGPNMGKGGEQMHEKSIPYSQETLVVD
ATG4B inh = blocks human ATG4B protease cleavage of LC3 substrate | inhibition, % at 8.33 µM | AID 504462 | 340,000 tested, 0.51% active | ATG4B cleavage of LC3-PLA2, NBD-HPC fluorescence, 1 h; in the data active = inhibition above about 40%
Target sequence (Q9Y4P1 whole entry, looked up): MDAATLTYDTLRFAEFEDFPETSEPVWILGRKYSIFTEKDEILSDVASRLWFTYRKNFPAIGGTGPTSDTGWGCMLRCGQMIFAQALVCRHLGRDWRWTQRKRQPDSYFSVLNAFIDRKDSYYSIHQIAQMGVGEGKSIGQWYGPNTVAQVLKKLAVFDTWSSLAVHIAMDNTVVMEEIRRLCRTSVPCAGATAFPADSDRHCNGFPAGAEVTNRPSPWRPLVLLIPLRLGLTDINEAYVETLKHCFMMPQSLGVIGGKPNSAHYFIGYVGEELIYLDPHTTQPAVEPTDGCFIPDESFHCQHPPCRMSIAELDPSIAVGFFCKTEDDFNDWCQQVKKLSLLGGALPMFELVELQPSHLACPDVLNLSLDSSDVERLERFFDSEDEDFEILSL
APJ ag = activates the human apelin receptor APJ. CHO-K1 APJ PathHunter beta-arrestin, luminescence; 0% DMSO wells, 100% apelin. activation, % at 20 µM. 330,000 tested, 0.11% active;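 active = activation more than six SD over the plate average, tested at 20 µM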;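 also: 0% = DMSO alone and 100% = apelin-13 at 10 nM; some results filed as inactive read as strong as hits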
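system = engineered CHO-K1 APJ arrestin reporter cells | input = 1000 cells per well | timing = overnight seeding, 90 min compound at 25 °C, 1 h detection | measured by = enzyme-fragment complementation luminescence | read-out = beta-arrestin recruitment to APJ as agonist activity, luminescent signal | control set = negative DMSO alone, positive Apelin-13 at 10 nM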
An asterisk follows results filed as active; nt = no result given.

molecule	Gli-Sufu block	EBI2 antag	CCR6 antagonist	CXCR6 block	UBC13 polyUb	APJ antag	ATG4B inh	APJ ag
COc1cc(C(=O)N/N=C/c2cn(Cc3cccc(F)c3)c3ccccc23)ccc1O	-1	6	-1	-11	-5	-3	16	5
CC1(C)Cc2cccc(OCC(=O)N3CCN(c4cccc(Cl)c4)CC3)c2O1	5	-2	18	3	6	10	7	-5
COC(=O)C1C(=O)C2=C(CC1C)NC(=O)CC2c1ccc(O)c(OC)c1 (stereo not drawn)	-2	1	11	2	-5	14	2	1
S=C(Nc1ccccc1Cl)N(CCN1CCCCC1)Cc1ccco1	6	-1	13	4	-3	10	19	-4
CCC(=O)c1c(CC)c2n3c1CC[C@H]3CCC2	4	-18	3	0	7	17	0	-4
Nc1cc(Cl)nc(N/N=C/c2ccccc2[N+](=O)[O-])n1	6	-8	-27	-1	-16	-13	-8	0
Cc1cc(C(F)(F)F)c2c(C)nn(-c3ccccc3)c2n1	0	0	-1	-9	13	6	0	-3
NNC(=O)Cn1nc(Cc2ccccc2)n(N)c1=O	-8	-2	-4	-1	-11	-3	-5	-5
CC(C)Cn1c(-c2cccc(S(=O)(=O)N3CCOCC3)c2)n[nH]c1=S	44	-9	9	-1	6	-3	-9	-1
O=C1CCCC1C(=O)Nc1ccc2ccccc2c1 (stereo not drawn)	-10	-9	5	-2	2	4	-5	-5
CCOc1ccc(NC(=O)Nc2ccc3c(c2)nnn3C)cc1	-4	-6	-8	9	3	13	-2	2
CC(=O)Nc1ccc(S(=O)(=O)N(C)CC(=O)OCC(=O)N2CCCCC2)cc1	1	-1	6	-2	1	-40	0	-3
O=C(Nc1ccccc1C(=O)N1CCN(c2ccccc2)CC1)c1ccco1	-3	-10	14	8	-1	-5	-12	-5
CC(C)NC[C@H](O)COc1ccc(CC(N)=O)cc1	-11	2	1	3	10	15	2	-3
Cc1ccc(C)c(NC(=S)NNC(=O)c2cc3c(s2)CCC(C)C3)c1 (stereo not drawn)	13	-11	9	10	-4	-3	10	-4
N#C/C(=C\c1ccccc1)C(=O)OCC(=O)N1CCCC1	-2	5	-16	0	-5	6	2	1
CC(=O)Oc1ccc(C#C/C=C2\c3ccccc3C(=O)N2c2ccccc2)cc1	-15	11	9	-1	-34	8	-5	-2
CN(C)C(=O)c1cc(F)ccc1Sc1cc(Cl)ccc1Cl	3	5	14	0	-5	15	0	2
CC(Sc1nc(-c2ccc(F)cc2)cs1)C(=O)Nc1ccc(Cl)cn1 (stereo not drawn)	1	-8	0	0	1	6	-3	-3
COc1ccc(-n2c(SCC(=O)Nc3nccs3)nc3sc4c(c3c2=O)CCN(C)C4)cc1	-8	4	7	4	14	13	1	-1
Cc1cc(C)[n+](-c2ccc(C(C)C)cc2)c2[nH]c(=O)[nH]c(=O)c12	9	-11	-3	1	5	-17	3	0
CC1=C(C(N)=O)C(c2ccc(Br)cc2)n2ncnc2N1 (stereo not drawn)	0	3	0	-6	1	-5	-5	-2
O=C(NCCCSc1ccccc1)c1cccnc1	-1	5	3	2	-1	-9	-7	3
CCCCN(CCCC)c1nc(-c2ccncc2)nc2ccccc12	16	-32	1	-6	26	7	16	-4
Cc1ccc(C(C(=O)NC(C)(C)C)N(CC2CCCO2)C(=O)Cn2nnc(-c3ccc(C)o3)n2)cc1 (stereo not drawn)	7	10	13	-1	-7	0	-5	-6
O=C(CCN1CCOCC1)NNC(=O)c1ccc(Cl)c([N+](=O)[O-])c1	-13	2	-2	2	0	0	-4	-3
Cc1ccccc1N1CCN(C(=O)NCc2cccc(Cl)c2)CC1	-4	23	4	10	-5	-4	61*	-2
COc1ccc(N(CC(=O)NCCc2cccc(C)c2)S(=O)(=O)c2c(C)noc2C)cc1	-4	-14	14	3	-6	21	-6	-1
Cc1oc2c(c1C(=O)c1ccc(Cl)cc1)C(=O)C(=O)c1ccccc1-2	-8	-9	43	25	nt	nt	4	nt
CCCSc1nc2c(c(=O)n(C)c(=O)n2C)n1C	4	-5	7	-4	2	-1	-1	-3
COc1ccc(NC(=O)c2oc3cc(C)c(C)cc3c2C)c(OC)c1	36	10	-8	-3	32	-3	-1	-5
COc1ccccc1N1CCN(C2CCCN(C(=O)c3oc(C)cc3C)C2)CC1 (stereo not drawn)	13	2	21	1	-5	-6	4	-2
Cc1cccc2cc(CN(Cc3ccco3)C(c3nnnn3CCc3ccccc3)C(C)C)c(=O)[nH]c12 (stereo not drawn)	0	8	-10	2	-8	2	-10	1
O=C(NCc1cccs1)C(=O)c1c[nH]c2ccccc12	-13	8	9	3	3	-16	-11	4
COc1cc(/C(O)=C(\C#N)c2nc3ccccc3[nH]2)cc(OC)c1OC	1	-1	8	-13	0	4	-2	0
Cc1ccccc1C1C(C#N)=C(N)N(N(C)C)C2=C1C(=O)CC(C)(C)C2 (stereo not drawn)	13	-7	10	-3	0	4	-5	-3
CCOC(=O)C1=C(c2ccccc2)N(C)C(=O)NC1c1ccc(O)c(OC)c1 (stereo not drawn)	9	-3	13	0	-8	-12	1	4
CCOC(=O)C1(CC2CCCCO2)CCN(S(=O)(=O)c2ccsc2)CC1 (stereo not drawn)	-5	1	10	-4	-3	10	1	-3
COc1cc(C(=O)NNC(=O)c2ccc3ccccc3n2)cc(OC)c1OC	0	-2	-9	-17	25	-2	-8	-2
COC(C#CCCN(C)C)(c1ccccc1)c1ccccc1	-11	-9	24	-3	0	1	-1	-3
CCCc1[nH]nc2c1C(c1cn[nH]c1-c1ccc(F)cc1)C(C#N)=C(N)O2 (stereo not drawn)	11	-15	6	0	2	-4	-3	2
CC(=O)c1c(C)[nH]c(C(=O)Nc2ccc(F)c(F)c2F)c1C	-10	-8	12	4	4	12	3	-2
Cc1ccc(N(Cc2ccccc2F)S(C)(=O)=O)cc1C	9	12	4	4	8	-17	-3	0
COc1ccccc1C(=O)C1CCCN(C(=O)c2cnn(C(C)C)c2)C1 (stereo not drawn)	0	-6	16	-4	0	7	15	-1
CCCCn1nc(C(=O)N2CCc3ccccc32)c2ccccc2c1=O	6	-10	7	5	10	21	2	-4
O=C(CN1C(=O)c2cccnc2Oc2ccc(Cl)cc21)Nc1ccccc1F	-1	2	10	6	4	-2	4	-4
COc1ccccc1N1CCN(C(=O)/C=C/c2ccc3c(c2)OCO3)CC1	-1	78*	9	-7	-2	4	-7	-1
O=C(NCCC1=CCCCC1)C1CCN(S(=O)(=O)c2cnc[nH]2)CC1	-11	6	4	-7	-3	10	-19	3
COc1ccccc1OCC(=O)NCC(c1cccs1)N1CCOCC1 (stereo not drawn)	-6	-3	5	-2	-6	-1	0	-2
CN(CCOC(=O)c1ccc2c(c1)OCCO2)Cc1ccccc1	-3	-4	0	6	1	10	-9	2
CCOc1ccccc1-n1c(SCC(=O)N2CCOCC2)nc2ccccc2c1=O	1	-13	11	-3	-2	-6	5	-6
Cc1cc(-c2ccc(C)c(S(=O)(=O)NCCCN3CCN(c4ccccc4F)CC3)c2)on1	56*	-5	11	-6	0	-5	9	24
CCOc1cccc(-c2nn3c(-c4ccco4)nnc3s2)c1	-26	-23	4	0	-6	-17	-4	0
Oc1ccc(N=Nc2ccc3c(c2)OCCO3)c(O)c1	-27	6	39	25	-279	12	-4	-4
COc1cc2c(cc1OC)C(COc1ccc(F)cc1)N(C(C)=O)CC2 (stereo not drawn)	25	0	11	-2	-2	2	2	-2
O=C(Nc1ccc(F)cc1F)N1CCCC(c2nc(-c3ccc(F)cc3)no2)C1 (stereo not drawn)	-11	2	18	-3	7	9	-4	-3
Cc1ccc(/C=N/NC(=O)NN(C)c2ncc(C(F)(F)F)cc2Cl)cc1	21	13	5	-1	-4	-32	-1	-2
O=C(N/N=C/c1cc([N+](=O)[O-])ccc1O)NC12CC3CC(CC(C3)C1)C2	6	16	14	12	-41	18	-7	-3
NC(=O)c1nsc(C(=O)N(Cc2ccco2)C(C(=O)NCc2ccc(F)cc2)c2ccc(O)cc2)c1N (stereo not drawn)	-12	-7	12	9	8	0	4	-1
O=C(NC1CCCc2ccccc21)c1cncc(Br)c1 (stereo not drawn)	2	12	20	-1	0	-9	10	-6

Arranged by molar mass (smallest number first): part of the list above
molecule	Gli-Sufu block	EBI2 antag	CCR6 antagonist	CXCR6 block	UBC13 polyUb	APJ antag	ATG4B inh	APJ ag
CCOc1cccc(-c2nn3c(-c4ccco4)nnc3s2)c1	-26	-23	4	0	-6	-17	-4	0
O=C(NC1CCCc2ccccc21)c1cncc(Br)c1 (stereo not drawn)	2	12	20	-1	0	-9	10	-6
COc1ccccc1N1CCN(C2CCCN(C(=O)c3oc(C)cc3C)C2)CC1 (stereo not drawn)	13	2	21	1	-5	-6	4	-2

(more compounds)
molecule	Gli-Sufu block	EBI2 antag	CCR6 antagonist	CXCR6 block	UBC13 polyUb	APJ antag	ATG4B inh	APJ ag
COCCN(CCOC)C(=O)C1CCN(c2ccc(S(=O)(=O)N3CCOCC3)cc2[N+](=O)[O-])CC1	0	-4	4	11	7	8	0	-9
ONC(=Nc1ccccc1Cl)c1ccccc1Cl	-5	-3	0	-11	-2	-18	-12	1
Cc1ccc(S(=O)(=O)N2CCN(C(=O)CN3C(=O)c4ccc([N+](=O)[O-])cc4C3=O)CC2)cc1C	7	-5	3	-3	-7	-8	6	0
O=C(NCc1ccccn1)C1CCCN(S(=O)(=O)c2ccc(Br)cc2)C1 (stereo not drawn)	2	-3	-7	-11	-3	13	-1	-2
CCN(CC(=O)Nc1ccccc1Br)C1CCCCC1	-1	15	7	2	6	-14	12	-3

4 successive compounds already listed, for reference:
molecule	Gli-Sufu block	EBI2 antag	CCR6 antagonist	CXCR6 block	UBC13 polyUb	APJ antag	ATG4B inh	APJ ag
ONC(=Nc1ccccc1Cl)c1ccccc1Cl	-5	-3	0	-11	-2	-18	-12	1
Cc1ccc(S(=O)(=O)N2CCN(C(=O)CN3C(=O)c4ccc([N+](=O)[O-])cc4C3=O)CC2)cc1C	7	-5	3	-3	-7	-8	6	0
O=C(NCc1ccccn1)C1CCCN(S(=O)(=O)c2ccc(Br)cc2)C1 (stereo not drawn)	2	-3	-7	-11	-3	13	-1	-2
CCN(CC(=O)Nc1ccccc1Br)C1CCCCC1	-1	15	7	2	6	-14	12	-3

A few values from the list.
For APJ ag, CN(CCOC(=O)c1ccc2c(c1)OCCO2)Cc1ccccc1 has the entry 2
For ATG4B inh, O=C(NCCCSc1ccccc1)c1cccnc1 has the entry -7
For ATG4B inh, Cc1ccc(S(=O)(=O)N2CCN(C(=O)CN3C(=O)c4ccc([N+](=O)[O-])cc4C3=O)CC2)cc1C has the entry 6
